SENP6 block: SENP6 protease inhibition; Recombinant SENP6 catalytic domain, aminoluciferin luminescence; inhibition, % at 10 µM; 1.8% of 330,000 active;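 active = inhibition above about 50% at the single tested dose, limit read from the data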;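 note: plate controls were DMSO wells with enzyme for no effect and DMSO wells lacking enzyme for full effect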
PfG6PD inh: PfG6PD (Plasmodium falciparum) enzyme inhibition; inhibition, % at 20 µM; AID 504690; 0.78% of 350,000 active; PfGluPho enzyme, NADPH resazurin-diaphorase fluorescence;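 active = inhibition reaching at least a set limit at 20 µM in the primary screen, cut at about 59% in these data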;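 note: 0% = DMSO wells with substrate and 100% = DMSO wells lacking glucose-6-phosphate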
SENP8 block-1: inhibitors of human SENP8 protease. Q96LD8. recombinant SENP8, Nedd8 substrate fluorescence. inhibition, % at 20 µM. 0.64% of 360,000 active. AID 602440; in the data active = inhibition mostly above about 40%, no sharp cut-off; inactive = mostly below about 27%
NLRP3 yeast inh: NALP3 inhibition in yeast; Yeast reconstituted NLRP3/ASC/caspase-1, beta-gal luminescence, 24 h; AID 2825; inhibition, % at 10 µM; 0.39% of 330,000 active;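 active = inhibition of 50% or more; inactive = inhibition below 50%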;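 note: plate controls were induced DMSO wells for no effect and uninduced yeast grown without galactose for full effect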
SENP8 block-2: SENP8 protease inhibition | purified SENP8, Z-RLRGG-aminoluciferin cleavage, luminescence | inhibition, % at 10 µM | 1.2% of 330,000 active | AID 2540; in the data active = inhibition above about 50%
SENP1 FRET inh: SENP1 (human) catalytic domain inhibition; Q9P0U3; recombinant SENP1 catalytic domain, CyPet-SUMO1-YPet FRET cleavage; inhibition, % at 10 µM; 0.21% of 360,000 active; AID 624204;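 active = inhibition at least 30% at 10 µM, raw YFP signal under a set limit, fluorescence ratio 0.5 to 1.5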;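 note: 0% = enzyme with DMSO and 100% = no enzyme wells; some results filed as inactive read as strong as hits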
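Test system: recombinant human SENP1 catalytic domain, His6-tagged / Medium: pH 8 Tris buffer with EDTA, NaCl, BME, BSA, NP40, catalase / Also added: SUMO1 FRET substrate flanked by Cypet and Ypet, 25 nM / Times: 50 min reaction at room temperature / Signal: FRET, CFP and YFP emission / Control set: no-enzyme low control and enzyme-plus-DMSO high control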
Apaf-1 inh: blocks human Apaf-1 apoptosome activity; reconstituted apoptosome caspase-3 activity, DEVD-Rh110 fluorescence; inhibition, % at 20 µM; 0.71% of 330,000 active; active = inhibition of at least 40% at 20 µM;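 note: plate controls were DMSO wells for no effect and DEVD-CHO caspase inhibitor wells for full effect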
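Assay system – apoptosome proteins · Medium – Hepes buffer, pH 7.5 · Also added – cytochrome c with DEVD-Rh110 · Timing – 30 min compound preincubation, 50 min activation, room temperature · Detection – Rh110 fluorescence, excitation 480 nm, emission 540 nm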
SENP7 inh: blocks the human protease SENP7; recombinant SENP7, Z-RLRGG-aminoluciferin luminescence, 40 min; inhibition, % at 5 µM; 1.5% of 330,000 active;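 active = inhibition above about 50% at the single test dose, limit read from the data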;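 note: plate controls were DMSO with enzyme for no effect and no enzyme buffer wells for full effect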
HKDC1 inh: HKDC1 (human) hexokinase inhibition; 0.16% of 340,000 active; inhibition, % at 20 µM; recombinant HKDC1, G6PDH/diaphorase resazurin coupled fluorescence;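 active = inhibition above about 35% when tested at 20 µM, limit read from the data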;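 note: plate controls were DMSO wells with enzyme for no effect and DMSO wells lacking enzyme for full effect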
Target sequence (Q2TB90 whole entry, looked up): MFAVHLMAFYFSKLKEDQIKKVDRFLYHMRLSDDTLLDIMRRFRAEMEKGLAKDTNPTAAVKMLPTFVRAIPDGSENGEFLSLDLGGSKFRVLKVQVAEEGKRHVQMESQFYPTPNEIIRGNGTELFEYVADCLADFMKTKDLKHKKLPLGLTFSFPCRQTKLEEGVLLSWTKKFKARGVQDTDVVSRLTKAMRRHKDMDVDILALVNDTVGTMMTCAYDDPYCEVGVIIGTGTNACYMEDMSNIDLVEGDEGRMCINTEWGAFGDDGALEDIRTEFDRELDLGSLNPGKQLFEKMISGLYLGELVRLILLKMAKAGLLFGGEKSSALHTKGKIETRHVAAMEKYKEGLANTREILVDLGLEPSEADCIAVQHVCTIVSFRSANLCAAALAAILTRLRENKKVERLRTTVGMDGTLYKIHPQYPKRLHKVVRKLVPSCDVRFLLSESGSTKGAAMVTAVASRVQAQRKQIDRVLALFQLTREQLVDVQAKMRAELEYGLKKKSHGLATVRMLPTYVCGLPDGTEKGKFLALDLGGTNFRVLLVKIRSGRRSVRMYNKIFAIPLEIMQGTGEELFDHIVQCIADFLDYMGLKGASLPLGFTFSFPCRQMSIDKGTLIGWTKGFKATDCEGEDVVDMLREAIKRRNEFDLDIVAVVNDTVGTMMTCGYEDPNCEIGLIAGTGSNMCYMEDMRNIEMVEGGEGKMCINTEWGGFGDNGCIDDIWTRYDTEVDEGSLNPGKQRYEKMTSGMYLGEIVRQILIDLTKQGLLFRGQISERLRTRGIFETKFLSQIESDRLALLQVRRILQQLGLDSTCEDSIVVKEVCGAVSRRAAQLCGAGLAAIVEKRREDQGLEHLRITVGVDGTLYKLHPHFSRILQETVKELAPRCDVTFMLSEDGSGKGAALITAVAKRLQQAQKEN
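test system = in-house recombinant HK5 (HKDC1) enzyme | amount = HKDC1 at 5 µg/mL | control set = DMSO-enzyme wells negative, buffer-substituted wells positive | compound = one dose of 20 µM, 1% DMSO | schedule = reaction time 90 min, room temperature, protected from light | technique = resorufin fluorescence at 613 nm | reagent = glucose with 1 mM ATP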
An asterisk follows results filed as active; / = no result given.

SMILES	SENP6 block	PfG6PD inh	SENP8 block-1	NLRP3 yeast inh	SENP8 block-2	SENP1 FRET inh	Apaf-1 inh	SENP7 inh	HKDC1 inh
CCOc1ccc(-c2cc(C(=O)NN)[nH]n2)cc1	-17	16	15	-8	-14	1	2	-2	-6
O=C(NCCc1nnc2ccc(SCC(=O)N3CCOCC3)nn12)c1ccccc1	-9	17	-11	10	-6	2	-6	-6	0
COc1ccc(S(=O)(=O)N(C)CC(=O)N2CCCCCC2)cc1	-16	2	6	10	-4	1	0	-1	-10
Cc1ccccc1-c1cc(C(=O)NCc2ccc3c(c2)OCO3)n(CC2CC(c3cccnc3)=NO2)n1 (stereo not given)	-21	-5	28	20	-8	3	18	-12	1
Cc1cccc(CC(C)NC(=O)c2oc3c(F)cccc3c2C)n1 (stereo not given)	-5	-11	6	17	-11	-3	5	-14	-3
O=C1Cc2ccccc2Sc2ccc(O)cc21	-21	-6	-202	25	-14	-3	-5	-3	-3
CCOc1ccc(NC(=S)NCCCN2CCN(C3CCCCC3)CC2)cc1	/	-1	17	/	/	3	/	/	-13
Cc1cccc(C)c1NC(=O)CN1CCCC1	-3	-10	10	0	8	-4	-1	5	2
CCOc1ncccc1C(=O)OCC(=O)c1cc(OC)ccc1OC	12	-3	-200	25	1	1	0	1	-8
C=CCc1c(C)nc2cc(-c3ccccc3)[nH]n2c1=O	27	2	-75	12	6	0	1	13	-4
Cc1cc(O)ccc1Nc1nc2ccccc2nc1Nc1ccc(O)cc1C	-4	44	-44	-9	0	-32	11	2	31
O=C(O)CSc1c2c(nc3cc(C(=O)Nc4cccc(C(F)(F)F)c4)ccc13)CCC2	13	-16	-10	-3	1	-3	7	7	3
CCN(CC(=O)NCc1ccc(Cl)cc1)C(=O)c1cc(S(=O)(=O)NCc2ccccc2)ccc1C	1	-9	6	-5	-12	2	23	-7	-5
CC1(C)C(=O)Nc2ccccc2N1C(=O)CSc1nnc2c(Cl)cc(Cl)cn12	-1	-11	-4	8	-4	1	-1	2	-5
CCOc1ccc(C2C(C(=O)c3ccc(C)o3)=C(O)C(=O)N2Cc2cccnc2)cc1 (stereo not given)	16	-9	-1	13	6	-3	22	10	-1
CCOc1ccc2[nH]cc(C(=O)NCCCN3CCOCC3)c(=O)c2c1	-6	-16	-22	3	-10	0	6	-13	-1
CCN(CC(=O)Nc1ccccc1OC)C(=O)c1cc(S(=O)(=O)N2CCCCCC2)ccc1OC	-11	-6	8	14	-2	0	8	-13	-2
COc1cc(C(=S)N2CCOCC2)cc(OC)c1OC(=O)c1cc([N+](=O)[O-])c(C)c([N+](=O)[O-])c1	-6	6	28	-1	-7	1	12	-3	1
Cc1cc(OCC(=O)N2CCOCC2)ccc1NC(=O)c1ccccc1C	-7	-15	4	13	0	2	11	6	-5
COC(=O)Nc1ccc(S(=O)(=O)N2c3ccccc3CCC2C)cc1 (stereo not given)	-16	29	21	-24	-3	1	19	-5	-12
CC(Sc1ncn[nH]1)C(=O)Nc1cc(C(F)(F)F)ccc1Cl (stereo not given)	-13	-5	10	7	4	0	-8	-6	-1
COc1ccc(N2C(N)=C(C#N)C(c3ccsc3)C3=C2CCCC3=O)c(OC)c1 (stereo not given)	5	19	-132	7	8	-9	23	14	-5
COc1cccc(CN(C(=O)Cn2nnc(-c3ccccc3F)n2)C(C(=O)NC(C)(C)C)c2ccncc2)c1 (stereo not given)	-14	-5	6	-2	-7	1	12	-7	4
O=C(Nc1ccc(F)cc1)c1nc[nH]c1C(=O)Nc1ccccc1[N+](=O)[O-]	/	-1	12	/	/	-1	/	/	-7
CC1CCc2cc(F)cc3c(O)c(C(=O)NCCN(C)C)c(=O)n1c23 (stereo not given)	9	11	-92	36	-1	1	3	6	-1
O=c1cnnc(Nc2cccc(F)c2)[nH]1	-39	-6	-3	0	-5	1	-6	-10	-19
CCOC(=O)c1oc2cc(O)c(CC)cc2c(=O)c1-c1cscn1	9	17	18	9	-10	2	1	-4	-5
CC(C)CC(C(=O)Nc1ccccc1)N1C(=O)C2C3C=CC(C3)C2C1=O (stereo not given)	-12	2	6	-3	1	1	3	3	-3
Cc1ccc(NC(=O)C2CCCN2C(=O)OCc2ccccc2)c(C)c1 (stereo not given)	9	-4	2	-10	0	-1	8	-2	-5
C=CCn1c(=N)n(CC(=O)c2ccccc2)c2ccccc21	-8	39	9	12	-11	2	8	-13	-7
O=C1CCN(N=Nc2cccc(Cl)c2)N1	-23	/	/	-8	-5	/	12	-8	/
CC1C(=O)N2CCCc3cc(S(=O)(=O)N4CCN(c5ccc(F)cc5)CC4)cc1c32 (stereo not given)	-7	-8	5	-2	-3	-2	5	4	1
CCC1CCCCN1CC(C)(C)NS(=O)(=O)c1ccccc1 (stereo not given)	-6	-8	8	12	0	3	-14	4	-7
Cc1cccc(C(C)C)c1NS(=O)(=O)c1cn(C)nc1C	5	6	0	15	9	3	1	-1	3
Cc1nc(C)n(C(Oc2ccc(Cl)cc2Cl)C(=O)C(C)(C)C)n1 (stereo not given)	3	-5	-3	14	-5	0	-4	-5	-5
O=C(CC(NC(=O)OCc1ccccc1)C(=O)OCc1ccccc1)OCc1ccccc1 (stereo not given)	/	18	-4	/	/	-3	/	/	1
CCOc1ccc(Cn2nnc(C(=O)NCc3ccc(OC)cc3)c2N)cc1	9	14	6	12	-1	3	-5	-5	-7
O=C(NC(O)C(=O)c1ccccc1)c1ccc(F)cc1 (stereo not given)	-6	-5	7	8	-5	2	-3	10	-6
Cc1ncc(S(=O)(=O)c2ccccc2)c(-c2ccccc2Cl)n1	-13	-1	8	-8	-2	4	7	-4	-1
CCOC(=O)NN1C(=O)c2ccccc2NC1(C)C	-6	-15	-379	11	3	-4	-11	2	-12
O=C(CSc1nc(C2CC2)nc2ccccc12)N1CCc2ccccc21	/	-8	10	/	/	-3	/	/	-8
CCOc1ccc(/C(O)=C2/C(=O)C(=O)N(CCOCCO)C2c2ccccc2)cc1 (stereo not given)	9	-40	-86	-11	-8	0	3	-5	-4
CC(C)N1CC(C(=O)Nc2ccc(Cl)c([N+](=O)[O-])c2)CC1=O (stereo not given)	-5	12	12	25	8	-1	-18	2	-5
O=c1c2cn(Cc3ccc(F)cc3)c3ccc(F)cc3c-2nn1Cc1ccc(F)cc1	1	-5	-24	22	4	8	1	-10	-7
COCCOC(=O)c1c(C)n(C)c2ccc(OC(=O)c3ccccc3OC)cc12	-20	13	13	15	-14	0	18	-5	3
O=C(c1ccc2c(c1)N(Cc1ccc(F)cc1)C(=O)CS2)N1CCOCC1	23	-8	6	11	3	1	-7	-5	-7
O=[N+]([O-])c1cc2cccnc2c2ncccc12	-13	18	16	17	0	2	2	-2	4
COc1ccc(C(=O)Nc2ncc3c(n2)-c2ccccc2CC3)cc1	-14	41	-13	37	-10	0	11	-12	-1
Cc1cc(C(=O)OCC(=O)Nc2ccc(F)cc2F)c(C)o1	-11	-6	12	-9	-3	0	-6	2	-3
COc1ccc(C2=NOC(CNC(=O)c3ccccc3Br)C2)c(OC)c1 (stereo not given)	13	19	21	22	12	2	-23	-2	-2
CN(C)CCCN1C(=O)c2oc3ccc(Cl)cc3c(=O)c2C1c1cccnc1 (stereo not given)	-2	8	-59	-3	4	7	2	2	1
CCc1cccc(N(CC(=O)NCc2ccc(F)cc2)C(=O)c2csnn2)c1	2	-22	5	14	-3	4	3	0	4
CCOc1ccc2[nH]c(C)c(CN3CCCCCC3)c(=O)c2c1	-27	-7	-263	9	-10	-6	13	-20	-5
COC(=O)c1ccc(C(C(=O)NCc2ccccc2)N(Cc2ccco2)C(=O)c2cnccn2)cc1 (stereo not given)	-31	-3	16	10	4	-13	-2	0	4
O=C(CN1C(=O)c2cccc3cccc(c23)C1=O)NCCCO	-31	3	-298	7	-5	0	0	0	-3
O=[N+]([O-])c1ccc(S(=O)(=O)CC(CN2CCCCC2)N2CCCCC2)cc1 (stereo not given)	-22	10	25	11	-13	0	12	-3	-3
CCOC(=O)Cc1csc(NC(=O)c2ccc(S(=O)(=O)N3CCOCC3)cc2)n1	-10	7	-11	13	2	1	4	5	-12
O=C(C1CCC(CNc2c(N3CCOCC3)c(=O)c2=O)CC1)N1CCN(c2ccccc2)CC1 (stereo not given)	5	0	9	8	0	1	6	-8	-1
CCOc1ccc(CC(=O)Nc2cccc(-c3ccc4nnc(C)n4n3)c2)cc1	-15	7	-88	-2	-7	1	-8	9	7
CS(=O)(=O)C1=C(O)C(=O)N(CCCC(=O)O)C1c1ccccc1F (stereo not given)	2	-7	5	6	6	0	-3	6	-5

Complete entries, quoted from the list. Order of values: SENP6 block, PfG6PD inh, SENP8 block-1, NLRP3 yeast inh, SENP8 block-2, SENP1 FRET inh, Apaf-1 inh, SENP7 inh, HKDC1 inh
`CCOc1ccc(Cn2nnc(C(=O)NCc3ccc(OC)cc3)c2N)cc1` across the screens: 9, 14, 6, 12, -1, 3, -5, -5, -7
`CCOC(=O)NN1C(=O)c2ccccc2NC1(C)C` across the screens: -6, -15, -379, 11, 3, -4, -11, 2, -12
`O=[N+]([O-])c1cc2cccnc2c2ncccc12` across the screens: -13, 18, 16, 17, 0, 2, 2, -2, 4
`O=C(O)CSc1c2c(nc3cc(C(=O)Nc4cccc(C(F)(F)F)c4)ccc13)CCC2` across the screens: 13, -16, -10, -3, 1, -3, 7, 7, 3
`CCOc1ccc(/C(O)=C2/C(=O)C(=O)N(CCOCCO)C2c2ccccc2)cc1` (stereo not given) across the screens: 9, -40, -86, -11, -8, 0, 3, -5, -4

(further entries)
SMILES	SENP6 block	PfG6PD inh	SENP8 block-1	NLRP3 yeast inh	SENP8 block-2	SENP1 FRET inh	Apaf-1 inh	SENP7 inh	HKDC1 inh
Clc1ccc(CN2C3=NCCN3c3ccccc32)cc1	-10	-14	21	14	0	1	-6	1	1
COc1cccc(-c2c(C(=O)N/N=C/c3cccs3)nnn2-c2nonc2N)c1	-8	59*	-42	7	3	0	10	-11	11
COc1cc(C(=O)NCc2nnc(SCC(=O)NCc3ccco3)o2)cc(OC)c1OC	15	-5	7	10	1	3	-8	2	-4
O=C(CN1CCCCC1)NCCNc1ccc(C(F)(F)F)cc1[N+](=O)[O-]	5	4	27	26	-1	2	1	-3	-10
Cc1[nH]c2ccccc2c1C(O)c1ccncc1 (stereo not given)	-32	-11	4	6	-1	1	-3	3	-7
O=C(CSc1nc2ccccc2c(=O)n1-c1ccc(SC(F)F)cc1)Nc1ccc(N2CCOCC2)cc1	14	7	22	11	0	1	24	3	-4
CCN1/C(=C/C(=O)c2ccco2)Sc2ccccc21	0	77*	-223	11	-2	-102	15	4	3
CCCOP(=O)(c1ccc(N(C)C)cc1)C(O)c1ccncc1 (stereo not given)	-9	6	15	4	-7	2	2	-3	-2
Cc1ccc(SCc2cn3c(C)csc3n2)cc1	84*	-4	9	46	75*	0	-5	85*	-8
COc1ccc(C(=O)CSc2n[nH]c(C)n2)cc1[N+](=O)[O-]	12	20	3	21	13	1	2	-1	-10
Cc1ccnc(NC(=O)Cn2cc([N+](=O)[O-])cn2)c1	-15	1	19	2	-8	0	-10	-9	-4

Compounds were not picked by outcome; 4.1% or so of the library scored in one or more.
